Bioassay records deposited in PubChem by National Center for Advancing Translational Sciences (NCATS).
JMJD2A Tudor inh: JMJD2A Tudor domain (human) inhibition. O75164. AlphaScreen JMJD2A-Tudor / H3K4me3 peptide binding. Potency, µM (top dose mostly 114 µM), without a hit: at the highest dose activity change, negative = inhibition, actives largely listed as inhibitors. hit rate 4.4% among 390,000; also: % is scaled to controls: 0 for no effect and ±100 for the full control effect; nearly all actives have a fitted effect of over 50% in size
Pin1 inh: blocks the human prolyl isomerase Pin1 | Q13526 | Potency, µM (titrated, usually from 115 µM), inactives show top-dose activity, negative = inhibition, hits mostly inhibitors | hit rate 0.009% among 390,000 | Pin1 FP peptide displacement, HiFluor488, 10 min; active = well fitted inhibition curve with a large enough effect in the polarisation, with a control signal flat, not every such curve was filed as active; inconclusive = small, poorly fitted or top-dose-only effect, or effect the other way, or a change in a side signal; inactive = no such curve, though single readings can be large or run the other way; the % refers to the polarisation; also: % is scaled to controls: 0 for no effect and ±100 for the full control effect
Target sequence (Q13526 whole entry, looked up): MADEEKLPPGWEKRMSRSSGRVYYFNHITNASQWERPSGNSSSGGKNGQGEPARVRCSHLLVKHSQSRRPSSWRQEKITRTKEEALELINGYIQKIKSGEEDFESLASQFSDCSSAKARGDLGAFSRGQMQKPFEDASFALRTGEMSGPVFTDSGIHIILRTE
G9a inh: blocks human histone lysine methyltransferase G9a. G9a H3K9 monomethylation, AlphaScreen, 2 h. Potency, µM (series often up to 102 µM), without a hit: top-dose activity, negative = inhibition, usual class: inhibitors. hit rate 8.8% among 350,000. AID 504332; also: % is scaled to controls: 0 for no effect and ±100 for the full control effect; nearly all actives have a fitted effect of over 75% in size
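G9a (20 nM) was preincubated 15 min with compound, then reacted 2 h at room temperature with 500 nM biotin-H3K9 peptide and 20 µM SAM. Monomethyl-H3K9 detected by AlphaScreen using anti-H3K9me1 antibody.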
GLS inh: inhibitors of human glutaminase (GLS) | Potency, µM (highest dose often 45.5 µM), without a hit: at the top dose activity change, negative = inhibition, most hits filed as inhibitors | O94925 | GLS enzymatic activity, qHTS titration | hit rate 0.21% among 410,000; also: % is scaled to controls: 0 for no effect and ±100 for the full control effect
Target sequence (O94925 whole entry, looked up): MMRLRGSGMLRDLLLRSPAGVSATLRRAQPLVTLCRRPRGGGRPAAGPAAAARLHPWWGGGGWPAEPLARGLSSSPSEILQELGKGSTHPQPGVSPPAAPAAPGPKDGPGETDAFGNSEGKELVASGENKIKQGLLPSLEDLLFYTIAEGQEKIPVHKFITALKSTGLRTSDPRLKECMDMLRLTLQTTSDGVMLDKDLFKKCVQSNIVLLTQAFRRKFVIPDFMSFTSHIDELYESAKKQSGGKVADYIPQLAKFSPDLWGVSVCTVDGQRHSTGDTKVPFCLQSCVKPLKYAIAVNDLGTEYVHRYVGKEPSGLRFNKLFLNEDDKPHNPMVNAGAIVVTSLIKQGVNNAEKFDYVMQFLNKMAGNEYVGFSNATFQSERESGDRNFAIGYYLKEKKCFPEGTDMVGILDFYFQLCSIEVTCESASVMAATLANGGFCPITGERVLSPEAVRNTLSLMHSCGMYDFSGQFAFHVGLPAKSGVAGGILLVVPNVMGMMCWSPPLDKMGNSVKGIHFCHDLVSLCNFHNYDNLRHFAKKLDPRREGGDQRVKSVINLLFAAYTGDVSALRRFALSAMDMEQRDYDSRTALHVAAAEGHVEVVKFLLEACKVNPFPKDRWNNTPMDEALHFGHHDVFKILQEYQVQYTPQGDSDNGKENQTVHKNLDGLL
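Coupled fluorescence readout: glutamate oxidase/HRP/Amplex Red detect glutamate formed by hKGA from L-glutamine (1 mM solution added). Buffer 45 mM KH2PO4 pH 8.2, 0.02% Tween-20; reads at t0 and 30 min RT.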
POLI inh: inhibitors of human DNA polymerase iota | hit rate 1% among 390,000 | Potency, µM (titrated, usually from 115 µM), for inactives: at the top dose activity, negative = inhibition, actives largely listed as inhibitors | Pol iota fluorescent replication assay, 10 min
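Pol iota at 10 nM preincubated 15 min with compounds at room temperature; reaction started with fluorescent substrate, 50 nM final. Fluorescence read kinetically at 0 and 10 min; buffer-only wells as negative control.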
BAZ2B block: BAZ2B (human) inhibition | Q9UIF8 | AlphaScreen BAZ2B-H3K14Ac peptide displacement | Potency, µM (highest dose often 114 µM), for the others: top-dose activity change, negative = inhibition, most hits filed as inhibitors | hit rate 4.4% among 360,000; also: % is scaled to controls: 0 for no effect and ±100 for the full control effect; nearly all actives have a fitted effect of over 60% in size
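Protein-peptide AlphaScreen: BAZ2B 50 nM, b-H3K14Ac 50 nM, 1x PBS pH 7.4 + 0.01% Tween-20. Preincubation 30 min RT; cpd 30 min RT (top 110 uM); beads 20 min RT, light-protected.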
BLM helicase inh: inhibitors of human Bloom syndrome helicase BLM; hit rate 0.2% among 350,000; AID 2528; Potency, µM (top dose mostly 56.1 µM), for the others: at the highest dose activity change, negative = inhibition, hits mostly inhibitors; recombinant BLM DNA unwinding, fluorescence dequenching; P54132;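 also: plate controls were vehicle for no effect and no enzyme for full effect; nearly all actives have a fitted effect of over 35% in size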
PGK inhibitor: blocks T. brucei phosphoglycerate kinase; Potency, µM (titrated, usually from 57.5 µM), for inactives: top-dose activity change, negative = inhibition, actives largely listed as inhibitors; P07378; PGK/GAPDH coupled, Kinase-Glo luminescence, 60 min; hit rate 0.043% among 380,000; also: % is scaled to controls: 0 for no effect and ±100 for the full control effect; nearly all actives have a fitted effect of over 60% in size
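Luminescent ATP detection (Kinase-Glo Plus) follows a 60-minute room-temperature incubation, with wells lacking PGK as controls. Buffer: 100 mM TEA (pH 7.6), 5 mM MgCl2, 0.01% Tween-20. Coupling enzyme GAPDH (100 nM final) supplies unstable 1,3-BPG in-well.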
HP1b chromo inh: HP1-beta chromodomain-methylated histone interaction inhibition; hit rate 0.56% among 390,000; AlphaScreen HP1-beta / biotin-H3K9me3 peptide binding; Potency, µM (titrated, usually from 114 µM), for the others: at the top dose activity change, negative = inhibition, most hits filed as inhibitors; also: nearly all actives have a fitted effect of over 70% in size; inactives centre near 23
Target sequence (P83916 whole entry, looked up): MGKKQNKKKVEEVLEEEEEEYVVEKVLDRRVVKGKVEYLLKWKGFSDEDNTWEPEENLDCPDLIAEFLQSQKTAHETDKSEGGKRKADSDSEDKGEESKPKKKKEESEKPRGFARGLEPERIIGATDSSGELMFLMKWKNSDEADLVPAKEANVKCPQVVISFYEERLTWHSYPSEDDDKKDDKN
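AlphaScreen: HP1-beta (50 nM) preformed 30 min with biotin-H3(1-18)K9me3 peptide (50 nM) in PBS pH 7.4, 0.01% Tween-20. Compound added for 30 min at RT, then streptavidin donor/nickel chelate acceptor beads (10 ug/mL) for 30 min.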
* hit, by the source's call; i = inactive; u = inconclusive; x = not tested or not shown; & = joins results of further samples; [ ] = remark or other dose. Unless noted, calls follow the shape of the dose curve; as a rule, active = well fitted curve in the direction sought with a large enough effect; inconclusive = small, poorly fitted or top-dose-only effect, or another doubt; inactive = no such curve, though single readings can be large; an effect the other way counts as inactive or inconclusive. Potency is read from the fitted curve at half-maximal effect. A portion of the library; the hit share may differ from the screen's.

SMILES	JMJD2A Tudor inh	Pin1 inh	G9a inh	GLS inh	POLI inh	BAZ2B block	BLM helicase inh	PGK inhibitor	HP1b chromo inh
CSCCC(NS(=O)(=O)c1ccccc1F)C(=O)N1CCCCCCC1 (stereo not given)	-15%	0%	1%	-8%	-1%	-6%	-2%	-7%	10%
CC(C)(C)c1ccc(Cn2nnc3c(=O)[nH]c(C4CCCN(C(=O)Cc5cccs5)C4)nc32)cc1 (stereo not given)	-29%	u	47%[12.7 µM]	6%	-22%	-33%	-11%	-12%	-10%
Cc1ccc2sc(N(CCCN(C)C)C(=O)c3ccc(S(=O)(=O)N4CCOCC4)cc3)nc2c1C	-30%	0%	50µM*	4%	15%	-7%	x	-10%	8%
Cc1ccc(CN(C)C(=O)CN2C(=O)NC3(CCCC3)C2=O)o1	-9%	9%	u	2%	-10%	10%	x	-5%	33%
CCC(Sc1nc2nccnc2c(=O)n1Cc1ccc(C)cc1)C(=O)NC1CCCCC1 (stereo not given)	8%	-1%	-5%[59 µM]	3%	7%	7%	1%	-2%	35%
COC(=O)C1=C(C(=O)OC)[C@@H]2N(C)c3ccc(OC)cc3[C@@]23C[C@@H](C(=O)OC)N(C(=O)c2ccc(Br)cc2)C3=N1	13µM*	1%	u	40%[activator]	u	20µM*	-4%[12.4 µM]	-9%	-23%
O=C(CSc1ccc(Cl)cc1)N1CCN(c2ccc([N+](=O)[O-])cc2Cl)CC1	u	-1%	-45%	5%	1%	-37%	-6%	-15%	-15%
Cc1cc(CNC(=O)c2cc(COc3c(F)cccc3F)on2)nn1C	-12%	-2%	3%	1%	-19%	3%	-3%	-12%	37%[activator]
O=C(NCc1ccco1)c1cc2cc(Br)ccc2o1	u	-27%	8.9µM*	-20%	-5%	u	-5%	-3%	u
Cc1nc2c3ccccc3nc(NNC(=O)CCC(=O)NC3CCCC3)n2n1	-4%	1%	-4%	0%	72%[activator]	x	-2%	-3%	26%
Cc1cc(C)cc(N(C(=O)c2sc(C)nc2C)C(C(=O)NC(C)(C)C)c2ccncc2)c1 (stereo not given)	-6%	5%	9%	1%	2%	x	1%	i	39%[activator]
CC(C)CNS(=O)(=O)c1ccc(OCC(=O)Nc2ccc(F)cc2F)cc1	1%	-6%	19%[59 µM]	-6%	-15%	32%[activator]	-7%	-8%	32%
O=C(c1ccc(N2CCOCC2)cc1[N+](=O)[O-])N1CCOCC1	-10%	-9%	-28%	0%	19%	4%	-1%	-7%	24%
CC(C)OCC(O)CS(=O)Cc1ccccc1 (stereo not given)	3%	-6%	9%[12.7 µM]	5%	7%	-6%	0%	-4%	32%
Cc1sc2ncnc(N[C@@H](Cc3ccccc3)C(=O)O)c2c1C	-18%	-10%	-21%	-10%	14%	6%	-5%	-4%	24%
COc1ccccc1C(=O)NC(=O)COC(=O)CNC(=O)c1ccccc1F	-17%	-2%	x	-4%	-6%	x	x	-11%	40%[activator]
O=C(Nc1ccc2c(c1)CN(Cc1ccc(CO)o1)CC2)c1ccc(C(F)(F)F)cc1	-20%	7%	u	3%	34%[activator]	-17%	-12%	0%	29%[57 µM]
CC(C)(C)c1ccc(OCC(=O)Nc2ccc3c4c(cccc24)C(=O)NC3=O)cc1	79µM*	u	x	-9%	21%	-5%	-6%	-8%	8%
Cc1oc(-c2cc(F)ccc2F)nc1CN1CCN(c2ncnc3ccccc23)CC1	-22%	1%	x	-2%	18%	36%	-10%	3%	16%
c1ccc(-c2cc3c(N4CCN(c5ncccn5)CC4)ncnc3s2)cc1	-1%	10%	-29%	-6%	17%	22%	-1%	-2%	48%[activator]
Cc1cccc(OCCCc2c(C)n[nH]c2C)c1	-17%	-4%	u	-15%	u	-35%	-2%	i	12%
CCN(CC)S(=O)(=O)c1ccc2c(c1)c(=O)c(C(=O)N1CCN(c3ccccc3)CC1)cn2C	-11%	-4%	4%[59 µM]	22%	16%	-4%	-10%	u	28%
CCOC(=O)N1CCc2c(sc3c2c(=O)n(-c2ccc(CC)cc2)c(=O)n3CC(=O)NCC2CCCO2)C1 (stereo not given)	-9%	2%	11%	0%	-11%	-9%	-9%	1%	27%
Cc1cc(=O)oc2cc(OC(C)C(=O)NC3CCCC3)ccc12 (stereo not given)	-8%	4%	9%	1%	120%[activator]	-3%	-6%	-1%	28%
COc1cccc(-c2nc(Cn3c(=O)cc(C)c4c(C)nn(-c5ccccc5)c43)c(C)o2)c1OC	-19%	2%	3%[59 µM]	2%	10%	-13%	-5%	-4%	-11%
COc1ccccc1C(=O)OCc1cc(=O)n2nc(C3CC3)sc2n1	2%	1%	13%[59 µM]	-4%	17%	1%	-3%	-7%	51%[activator]
Cc1cc2cc3c(cc2nc1SCC(=O)Nc1ccccc1)CCC3	-19%	0%	14%	-2%	19%	5%	-3%	6%	18%
CCC(CC)NC(=O)Nc1cccc(C)c1C	-20%	-5%	-5%	-9%	-16%	u	1%	x	22%
CN(C(=O)CN1C(=O)S/C(=C\c2ccccc2Cl)C1=O)C1CCS(=O)(=O)C1 (stereo not given)	-12%	2%	10%	0%	20%	-15%[57.1 µM]	-1%	-7%	27%
COC(=O)Cn1c(=O)c2cccn2c2cccnc21	-9%	-18%	-25%[59 µM]	-11%	-15%	-3%	-1%	x	18%

Whole records as entered above. Screens in order: JMJD2A Tudor inh | Pin1 inh | G9a inh | GLS inh | POLI inh | BAZ2B block | BLM helicase inh | PGK inhibitor | HP1b chromo inh
CCC(CC)NC(=O)Nc1cccc(C)c1C across the screens: -20% | -5% | -5% | -9% | -16% | u | 1% | x | 22%
c1ccc(-c2cc3c(N4CCN(c5ncccn5)CC4)ncnc3s2)cc1 across the screens: -1% | 10% | -29% | -6% | 17% | 22% | -1% | -2% | 48%[activator]
CCN(CC)S(=O)(=O)c1ccc2c(c1)c(=O)c(C(=O)N1CCN(c3ccccc3)CC1)cn2C across the screens: -11% | -4% | 4%[59 µM] | 22% | 16% | -4% | -10% | u | 28%

(further entries)
SMILES	JMJD2A Tudor inh	Pin1 inh	G9a inh	GLS inh	POLI inh	BAZ2B block	BLM helicase inh	PGK inhibitor	HP1b chromo inh
C#Cc1ccc([C@H]2C=C(C(=O)N3CCN(Cc4ccccc4)CC3)O[C@@H](OCC)[C@@H]2CCCO)cc1	u	4%	-2%[59 µM]	2%	14%	u	-7%	1%	18%
Cc1ccc(-c2nn(C)c(=O)c3ccccc23)cc1S(=O)(=O)NCCN1CCOCC1	-34%	u	11%[12.7 µM]	-1%	u	0%	2%	-12%	28%
COc1ccccc1C(=O)NCCN=C1NS(=O)(=O)c2ccccc21	1%	1%	15%	2%	23%	-10%	0%	-2%	11%
CCc1ccc(NC(=S)Nc2cccc3cnccc23)cc1	-15%	0%	45µM*	0%	106%[activator]	u	-16%	4%	-4%
CCN(CC)S(=O)(=O)c1ccc2[nH]c(=O)cc(C(=O)Nc3ccccc3N3CCOCC3)c2c1	-17%	-1%	25%[59 µM]	3%	20%	10%	x	-10%	13%
CCOC(=O)CC1COCCN1Cc1cn[nH]c1-c1cc(OC)c(OC)c(OC)c1 (stereo not given)	-14%	-1%	26%[59 µM]	-5%	26%	-1%	-3%	i	43%[activator]
CCOC(=O)N1CCC(N(C(=O)Nc2ccc(Cl)c(Cl)c2)C(C)CC)CC1 (stereo not given)	-5%	3%	2%[12.7 µM]	3%	-21%	0%	-3%	-10%[11.5 µM]	5%
Brc1ccc(-c2ncc(-c3ccccc3)cn2)cc1	-3%	-1%	-10%	-2%	25%	u	-8%	-1%	55%[activator]
COc1ccc(NC(=O)COC(=O)c2ccc(S(=O)(=O)N(C)c3ccccc3OC)cc2)cc1OC	-31%	36%[activator]	-1%	-3%	63%[activator]	-12%	-7%	0%	11%
CC(C)C(NC(=O)c1ccccc1NC(=O)c1ccccc1)C(=O)NCCCn1ccnc1 (stereo not given)	-14%	7%	-16%	6%	7%	-3%	2%	5%	7%
CC(C)c1ccc(NC(=O)CSC2=Nc3ccccc3C3=NC(CCC(=O)NCc4ccc(F)cc4)C(=O)N23)cc1 (stereo not given)	-25%	8%	-2%[59 µM]	21%	5%	-2%	-3%	i	22%
O=C(Nc1cccc2ncccc12)c1ccc(-c2ccc(Cl)cc2Cl)o1	-26%	33%[activator]	-38%	2%	13%	u	-3%	0%	18%
COC(=O)c1ccc(NC(=O)C(=O)N2CCN(C(=S)Nc3ccc(OC)cc3)CC2)cc1	-2%	2%	3%[59 µM]	17%	-4%	6%	-4%	-9%	46%[activator]
COc1ccc(C2=C(C)C(N3CCN(C(=O)c4ccco4)CC3)=NS2(=O)=O)cc1	-18%	35%[activator]	0%	-1%	u	u	-4%	-4%	51%[activator]
Cc1cccc(Nc2nc(-c3ccccc3)c(C(=O)Nc3cccnc3)s2)c1	-2%	7%	-11%	1%	49%[activator]	2%	-8%	i	56%[activator]
CC1(CCC(=O)N2CCCC(N3CCN(c4cccc(C(F)(F)F)c4)CC3)C2)CC1 (stereo not given)	-13%	-22%	2%	6%	6%	-22%	-7%	-9%	24%
CCC(CC)C(=O)c1c[nH]c(C(=O)NCCCn2ccnc2)c1	-4%	5%	4%[59 µM]	-2%	-5%	-7%	-2%	2%	14%
CN(C)c1nc(Nc2ccc(Cl)c(Cl)c2)nc(N(C)C)n1	14µM*	4%	x	u	4%	-5%	-1%	-2%	-11%
CCOc1cccc(-c2c(C(=O)N/N=C(\C)c3cccnc3)nnn2-c2nonc2N)c1	-15%	-4%	20%	20%	29%	u	-2%	-10%	43%[activator]
Cc1ccc(C(=O)COc2ccccc2-c2ccccc2)cc1C	101%[activator]	3%	170%[activator][59 µM]	-7%	31%[activator]	85%[activator]	-11%	-13%	116%[activator]
O=C(c1cnc2n(c1=O)CCS2)N(c1ccccc1)C1CCCCC1	-3%	-5%	-9%[2.33 µM]	16%	-7%	10%	-3%	9%	26%
COc1ccc(Cl)cc1NS(=O)(=O)c1c(C)[nH]c(=O)[nH]c1=O	u	0%&4%	8%	3%&7%	24%&-7%	-2%&-32%	-2%&-6%	-12%&-7%	u
CCOc1ccccc1C(=O)Nc1ccc2c(c1)N(C)C(=O)c1ccccc1S2	-15%	12%	-6%[59 µM]	9%	-16%	u	-3%	7%	19%
